# MrgX1 antagonist – human MrgX1 receptor antagonism, primary screen. 310,000 compounds, 1.3% hits. B-score at 10 µM. Q96LB2. AID 588676. MRGX1-HEK293 calcium flux, Fluo-4, BAM8-22 antagonism; stronger effect = lower value;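 active means calcium-response B-score plate-corrected more than 3 library SD below zero, starting fluorescence within 5 deviations, no agonist response on first addition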;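 further: peak minus trough fluorescence over baseline after final BAM8-22 challenge near maximal dose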
# TMEM16A act – mouse TMEM16A channel activation, primary screen | AID 623877 | B-score at 10 µM | HEK293 TMEM16A/YFP-H148Q/I152L, iodide quench fluorescence; stronger effect = lower value | 340,000 compounds, 0.3% hits;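 active means fluorescence-ratio B-score plate-corrected deviation score at least 3 library SD below zero, with starting fluorescence score within 5 deviations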;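 further: channel opened by trigger with iodide after compound preincubation; score built on the fluorescence ratio of max minus min over baseline; more negative score means more quench and so TMEM16A activation or potentiation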
# TRPC4 potent – TRPC4 (mouse) allosteric potentiation. Q9QUQ5. HEK293 TRPC4beta/mu-opioid, DAMGO EC20, Fluo-4 Ca2+ flux; stronger effect = higher value. B-score at 10 µM. 310,000 compounds, 0.42% hits;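 active means B-score of calcium response area above 5 SD of library B-scores, with initial fluorescence ratio within 5 SD of library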;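 further: B-score of integrated fluorescence ratio over time as area under calcium response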
# Target sequence (Q9QUQ5 whole entry, looked up): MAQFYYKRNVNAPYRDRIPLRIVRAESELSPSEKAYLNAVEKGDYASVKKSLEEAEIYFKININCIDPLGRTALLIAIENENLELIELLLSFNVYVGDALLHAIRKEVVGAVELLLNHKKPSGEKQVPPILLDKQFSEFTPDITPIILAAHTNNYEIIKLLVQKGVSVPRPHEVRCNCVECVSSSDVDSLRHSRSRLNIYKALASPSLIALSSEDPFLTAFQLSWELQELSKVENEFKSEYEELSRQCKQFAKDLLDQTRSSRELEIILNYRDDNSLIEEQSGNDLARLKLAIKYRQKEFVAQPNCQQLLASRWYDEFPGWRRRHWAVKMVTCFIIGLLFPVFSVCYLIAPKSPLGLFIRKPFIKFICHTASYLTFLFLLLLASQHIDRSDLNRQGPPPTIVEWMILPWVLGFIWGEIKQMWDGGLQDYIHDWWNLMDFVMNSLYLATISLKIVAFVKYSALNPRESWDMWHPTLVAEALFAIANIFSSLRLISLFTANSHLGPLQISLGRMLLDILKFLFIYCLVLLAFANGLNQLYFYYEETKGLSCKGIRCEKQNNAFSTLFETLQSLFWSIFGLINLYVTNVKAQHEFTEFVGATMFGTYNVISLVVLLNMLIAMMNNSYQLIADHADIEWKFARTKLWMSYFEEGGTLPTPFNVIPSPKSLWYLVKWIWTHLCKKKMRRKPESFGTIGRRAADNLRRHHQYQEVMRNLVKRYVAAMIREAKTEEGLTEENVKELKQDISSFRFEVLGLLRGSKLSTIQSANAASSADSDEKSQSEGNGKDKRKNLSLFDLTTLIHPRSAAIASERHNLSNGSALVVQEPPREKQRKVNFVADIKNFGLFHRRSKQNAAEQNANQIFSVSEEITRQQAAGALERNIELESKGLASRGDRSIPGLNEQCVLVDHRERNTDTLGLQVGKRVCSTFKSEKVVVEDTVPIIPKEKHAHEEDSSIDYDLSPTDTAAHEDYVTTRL
# TRPC6 activator – activates the mouse TRPC6 cation channel; Q61143; HEK293-TRPC6 membrane potential dye fluorescence; stronger effect = higher value; B-score at 10 µM; 310,000 compounds, 0.13% hits;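 active means B-score of the integrated fluorescence ratio above library mean plus 3 SD, and starting fluorescence ratio within library mean plus 5 SD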;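 further: higher score means more depolarization so channel activation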
# MrgX1 allo act – human MrgX1 positive allosteric modulation, primary screen; AID 588675; MrgX1-HEK293, Fluo-4 calcium flux, FDSS; stronger effect = higher value; 310,000 compounds, 0.63% hits; B-score at 10 µM;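 active means plate-corrected calcium response at least 3 library SD above typical, normal starting fluorescence, not activating the receptor alone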;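 further: compound read alongside a low EC10 to EC30 dose of BAM8-22 agonist; peak minus trough fluorescence over baseline measured at the second addition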
# TRPC4 act – TRPC4 (mouse) channel activation; HEK293 TRPC4beta/mu-opioid, Fluo4 calcium fluorescence; stronger effect = higher value; Q9QUQ5; AID 2237; 310,000 compounds, 0.49% hits; B-score at 10 µM;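 active means B-score above 5 SD of library B-scores, and initial fluorescence ratio not above library mean plus 5 SD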;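 further: positive B-score marks a calcium rise read as TRPC4 activation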
#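 system = HEK293 cells stably co-expressing mouse TRPC4beta and mu-opioid receptor | schedule = Fluo4 dye loading 45 min at room temperature, 110 s recording | measure = B-scored integrated calcium fluorescence ratio | signal = Fluo4 calcium-sensitive dye fluorescence, kinetic, 1 Hz baseline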
# TMEM16A inh – blocks the mouse calcium-activated chloride channel TMEM16A. Q8BHY3. HEK293 TMEM16A/YFP iodide influx fluorescence, ionomycin. normalized B-score (activity score, 25-100; higher = stronger inhibition) at 10 µM. 310,000 compounds, 1.2% hits;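 active means ratio plate-corrected score three or more library SD toward inhibition, starting fluorescence score within five deviations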;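 further: score derived from kinetic fluorescence span divided by baseline fluorescence per well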
# TRPC6 inhibitor – blocks the mouse TRPC6 cation channel; Q61143; HEK293-TRPC6, membrane potential dye, ACh-evoked depolarization; stronger effect = lower value; B-score at 10 µM; 310,000 compounds, 1.1% hits; AID 2553;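 active means B-score under library mean minus 3 SD, initial fluorescence not abnormally high, positive integrated signal ratio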;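 further: B-score derived from integrated fluorescence ratio over the kinetic read; more negative B-score means stronger inhibition of depolarization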
# SKKanGAS inh – inhibitors of SKKanGAS S. pyogenes growth in kanamycin (SK-promoter or general growth effect); BacTiter-Glo, 6 h; inhibition, % at 7.5 µM; 300,000 compounds, 1.3% hits;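 active means mean replicate score, as percent of positive control median, at least 50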;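 further: strain carries kanamycin resistance gene driven by streptokinase promoter and grows in 40 µg/ml kanamycin; loss of luminescence reflects streptokinase promoter inhibition or plain growth inhibition; 0% = median of DMSO wells and 100% = positive control at its reference dose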
# TRPC4 block – blocks the mouse TRPC4 cation channel. Q9QUQ5. HEK293 TRPC4beta/mu-opioid, DAMGO-evoked Fluo4 calcium flux; stronger effect = lower value. B-score at 10 µM. 300,000 compounds, 0.39% hits. AID 2247;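 active means B-score over 3 SD under the library average, no early fluorescence shift, positive overall ratio signal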
#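 Material: HEK293 cells with stable TRPC4beta plus mu-opioid receptor expression / Probe or stimulus: DAMGO in two steps, submaximal then maximal / Compound: single concentration per test compound / Technique: kinetic Fluo4 fluorescence imaging of calcium influx / Read-out: per-well B score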
# MrgX1 agonist – agonists of human MrgX1 receptor. MrgX1-HEK293 cells, Fluo-4 calcium fluorescence, agonist mode; stronger effect = higher value. AID 588627. 310,000 compounds, 0.44% hits. Q96LB2. B-score at 10 µM;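 active means calcium response B-score plate-corrected fluorescence ratio at least 3 library SD, with starting fluorescence B-score inside 5 SD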
#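 Material: MrgX1-expressing HEK293 cells; input: 15,000 cells per well; doses: test compound given as first of three sequential additions; schedule: overnight plating before 1 h dye loading; technique: Fluo-4 NW calcium-flux fluorescence, kinetic read; evaluation: baseline-normalised fluorescence change ratio, B-scored; control set: plate-wise positive and negative controls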
# Starred values were filed as active, the others as inactive; i = inactive; / = no result given.
# Order of values – MrgX1 antagonist, TMEM16A act, TRPC4 potent, TRPC6 activator, MrgX1 allo act, TRPC4 act, TMEM16A inh, TRPC6 inhibitor, SKKanGAS inh, TRPC4 block, MrgX1 agonist
> O=C(COc1ccccc1)OCc1cc2ccccc2[nH]c1=O
  i, i, i, i, i, i, i, i, 1, i, i
> C[N+]12CCCCC1[C@@H](CO)CCC2 (some centres not stated)
  i, i, i, i, i, i, i, i, -5, i, i
> CCCOC(=O)C1[C@H]2C(=O)N(CC3CCCO3)C[C@]23C=C[C@H]1O3 (some centres not stated)
  i, i, i, i, i, i, i, i, -4, i, i
> CC(=O)N1c2ccccc2C(C)(c2ccccc2)CC1(C)C (configuration not stated)
  i, i, i, i, i, i, i, i, 7, -6*, i
> O=S(=O)(NCCOc1ccc(F)cc1)c1ccc2c(c1)OCCO2
  i, i, i, i, i, i, i, i, -3, i, i
> CCS(=O)(=O)N1CCN=C1SCc1ccc(F)cc1
  i, i, i, i, i, i, i, i, -1, i, i
> CC(=O)c1ccc(Cc2ncc(C(F)(F)F)cc2Cl)s1
  i, i, i, i, i, i, i, i, -2, i, i
> CCOC(=O)CCCN1CC(O)=C(c2nc3ccccc3s2)C1=N
  i, i, i, i, i, i, i, i, -1, i, i
> COc1ccc(-c2[nH]n(-c3ccc([N+](=O)[O-])cc3)c(=O)c2C=NCCN2CCNCC2)cc1
  i, /, i, i, i, i, i, -6.5*, 12, i, i
> CC(=O)O[C@]1(C(C)=O)CC[C@H]2[C@@H]3C=C(C)C4=CC(=O)CC[C@]4(C)[C@H]3CC[C@@]21C
  i, i, i, i, i, i, i, i, 1, i, i
> O=C(NCc1ccc(/C=c2\sc3n(c2=O)CCN=3)o1)C(=O)Nc1ccccc1
  i, /, i, i, i, i, i, i, -9, i, i
> Cc1c(C(=O)N(C)c2cccc(Cl)c2)cnn1-c1ccccc1
  i, i, i, i, i, i, i, i, -5, i, i
> O=C(CCNS(=O)(=O)c1cccs1)N1CCc2ccccc2C1
  i, i, i, i, i, i, i, i, -7, i, i
> CCC(=O)N1CCc2cc(S(=O)(=O)CCC(=O)N3CCN(c4ccccc4F)CC3)ccc21
  i, i, i, i, i, i, i, i, 5, i, i
> CCC1CN(C(=O)N2CCC(C(=O)NCc3ccccc3OC)CC2)c2ccccc2O1 (configuration not stated)
  i, i, i, i, i, i, i, i, 9, i, i
> CC1CCCCN1S(=O)(=O)c1ccc2c(c1)oc(=O)n2CC(=O)O (configuration not stated)
  i, i, i, i, i, i, i, i, -5, i, i
> Cc1ccc(NC(=O)CCn2nc([N+](=O)[O-])cc2C)nc1
  i, i, i, i, i, i, i, i, 9, i, i
> C=CCN(CC=C)CC(O)Cn1c2ccccc2c2ccccc21 (configuration not stated)
  i, i, i, i, i, i, i, i, -11, i, i
> COC(=O)/C=C/c1c(C)nc(NCc2ccccc2)nc1Cl
  i, i, i, i, i, i, i, i, 17, i, i
> CCC(C)c1ccc2oc(-c3ccc(NC(=O)Cn4cnc5c(=O)n(C)c(=O)n(C)c54)cc3)nc2c1 (configuration not stated)
  i, i, i, i, i, i, i, i, 14, i, i
> O=[N+]([O-])c1ccc2[nH]c3nc4ccccc4nc3c2c1
  i, i, i, i, i, i, i, i, -2, i, i
> N#CC(c1ccc(Cl)nn1)c1ccc(Cl)cc1Cl (configuration not stated)
  i, i, i, i, i, i, i, i, 1, i, i
> O=c1cc(O)c(-c2ccc(Cl)c(Cl)c2)c(Cl)[nH]1
  i, i, i, i, i, i, i, i, 6, i, i
> CC(C)C1N(C(=O)CN2CCCC2)CCN1S(=O)(=O)c1ccccc1 (configuration not stated)
  i, i, i, i, i, i, i, i, -5, i, i
> CCCSc1nnc(Nc2ccccc2C)s1
  i, i, i, i, i, i, i, i, -4, i, i
> Nc1ccc(CCc2ccc(N)cc2)cc1
  i, i, i, i, i, i, i, i, -8, i, i
> O=C(CCS(=O)(=O)c1ccccc1)Nc1ccccc1N1CCOCC1
  i, i, i, i, i, i, i, i, -3, i, i
> Cc1cc(C)c2c(N)c(C(=O)Nc3ncc(C)s3)sc2n1
  i, i, /, /, i, /, i, /, /, /, i
> O=C(N/N=C1/CCCc2ccccc21)C(c1ccccc1)c1ccccc1
  i, i, i, i, i, i, i, i, 4, i, i
> CCCn1c(SCC(=O)Nc2ccccc2N2CCCCC2)nc2c1c(=O)n(C)c(=O)n2C
  i, i, i, i, i, i, i, i, 2, i, i
> CC(C)(C)CC(=O)NC(=S)N1CCCCCC1
  i, i, i, i, i, i, i, i, -3, i, i
> Cc1sc2ncnc(Sc3ccccc3C(=O)O)c2c1C
  i, i, i, i, i, i, i, i, 1, i, i
> Cc1c(NC(=O)c2ccc(F)c(S(=O)(=O)N3CCOCC3)c2)c(=O)n(-c2ccccc2)n1C
  i, i, i, i, i, i, i, i, -4, i, i
> COc1cccc(C2Nc3cccc4cccc(c34)N2)c1
  i, i, i, i, i, i, i, i, -4, i, i
> CN(C)c1cccc(C(=O)Nc2ccc3nc4n(c(=O)c3c2)CCCCC4)c1
  i, i, i, i, i, i, i, i, 4, i, i
> COc1ccc(C2(C)NC(=O)N(CC(=O)Nc3cccnc3Cl)C2=O)cc1 (configuration not stated)
  i, i, i, i, i, i, i, i, 45, i, i
> Cc1cccc2[nH]c(SCC(=O)O)nc12
  i, i, i, i, i, i, i, i, -14, i, i
> CCc1nnc(NC(=O)CSc2nc3ccccc3o2)s1
  i, i, i, i, i, i, i, i, -1, i, i
> C/C(=N/NC(=O)CN(c1ccccc1)S(=O)(=O)c1ccccc1)c1ccccc1O
  i, i, i, i, i, i, i, i, -15, i, i
> COCCNC(=O)c1c(CS(=O)(=O)c2ccccc2)noc1C(=O)NCc1ccccc1
  i, i, i, i, i, i, i, i, 1, i, i
> COc1cccc(N=CC=C2OC(C)(C)C(C)(C)O2)c1
  i, i, i, i, i, i, i, i, -9, i, i
> COc1ccccc1C(=O)Nc1ccc2oc(-c3ccc(F)cc3)nc2c1
  i, i, i, i, i, i, i, i, 20, i, i
> COC(=O)Nc1nnc(CCc2ccccc2)s1
  i, i, i, i, i, i, i, i, -4, i, i
> Cc1cc(C(=O)Nc2ccncc2)ccc1[N+](=O)[O-]
  i, i, i, i, i, i, i, i, -4, i, i
> CCOC(=O)N1CCN(C(=O)Nc2cccc(Cl)c2)CC1
  i, i, i, i, i, i, i, i, 1, i, i
> CCC(C)c1ccccc1OCCCNC1CCCC1 (configuration not stated)
  i, i, i, i, i, i, i, -5*, -14, i, i
> O=C(Cc1cccs1)Nc1ccc(-c2nc3ccccc3[nH]2)cc1
  i, i, i, i, i, i, i, i, 4, i, i
> N#Cc1nc(-c2ccccc2Cl)oc1N1CCN(C(=O)c2ccco2)CC1
  i, i, i, i, i, i, i, i, 69*, i, i
> CCc1ccc(NC(=O)c2cc(CC(C)C)on2)cc1
  i, i, i, i, i, i, i, i, -1, i, i
> CCn1cc(C(=O)N(CCC(C)C)c2c(N)n(Cc3ccccc3)c(=O)[nH]c2=O)c(=O)c2ccc(C)nc21
  i, i, i, i, i, i, i, i, 1, i, i
> Cc1ccccc1-n1nnnc1SCC(=O)NCC1CCCO1 (configuration not stated)
  i, i, i, i, i, i, i, i, -5, i, i
> C=CCOc1c(Br)cc(CNc2ccc(NC(=O)C(C)C)cc2)cc1OCC
  i, i, i, i, i, i, i, i, -6, i, i
> Cn1c(=O)c2c(O)cc(=O)[nH]c2n(-c2ccccc2)c1=O
  i, i, i, i, i, i, i, i, -4, i, i
> COC(=O)c1cccc(C23CC4(C2)[C@H](CN(Cc2cccnc2)[C@@H]4c2ccccc2)C3c2ccccc2)c1 (some centres not stated)
  i, i, i, i, i, i, i, i, 22, i, i
> CC(C)Oc1ccccc1C(=O)NC(CO)C(=O)O (configuration not stated)
  i, i, i, i, i, i, i, i, 4, i, i
> Cc1cccc(N=C2NN=C(c3c[nH]c4ccccc34)CS2)c1
  i, i, i, i, i, i, i, i, 6, i, i
> COc1ccc(C(=O)N2CCc3cc(OC)c(OC)cc3C2c2cccc([N+](=O)[O-])c2)cc1OC (configuration not stated)
  i, i, i, i, i, i, i, i, 21, i, i
> Cc1nc2ccccc2n1CCC(=O)O
  i, i, i, i, i, i, i, i, -7, i, i
> Cc1cc(C)n2nc(C(=O)N/N=C/c3ccc(Cl)cc3)nc2n1
  i, i, i, i, i, i, i, i, -5, i, i
> COc1ccccc1NS(=O)(=O)c1cccc2nsnc12
  i, i, i, i, i, i, i, i, 3, i, i

# 2 of the compounds above, as tab-separated lines:
SMILES	MrgX1 antagonist	TMEM16A act	TRPC4 potent	TRPC6 activator	MrgX1 allo act	TRPC4 act	TMEM16A inh	TRPC6 inhibitor	SKKanGAS inh	TRPC4 block	MrgX1 agonist
COc1ccc(C2(C)NC(=O)N(CC(=O)Nc3cccnc3Cl)C2=O)cc1 (configuration not stated)	i	i	i	i	i	i	i	i	45	i	i
Cc1cccc2[nH]c(SCC(=O)O)nc12	i	i	i	i	i	i	i	i	-14	i	i

# Further compounds:
# Order of values – MrgX1 antagonist, TMEM16A act, TRPC4 potent, TRPC6 activator, MrgX1 allo act, TRPC4 act, TMEM16A inh, TRPC6 inhibitor, SKKanGAS inh, TRPC4 block, MrgX1 agonist
> COc1ccc(C2C(C(=O)O)CC(=O)N2C2CCCCC2)cc1 (configuration not stated)
  i, i, i, i, i, i, i, i, 7, i, i
> O=C(CCc1nnc2ccc(NCc3ccccc3Cl)nn12)NC1CCCCC1
  i, i, i, i, i, i, i, i, -1, i, i
> N#CC1=C(N)OC(c2ccccc2)=C(C#N)C1c1ccc2c(c1)OCO2 (configuration not stated)
  i, i, i, i, i, i, i, i, -2, i, i
> CC1=NN(c2ccccc2)C(=O)/C1=C\c1ccc(Br)s1
  i, i, i, i, i, i, i, i, -20, i, i
> CC(CN1CCOCC1)c1ccccc1 (configuration not stated)
  i, i, i, i, i, i, i, i, 2, i, i
> CC(C)(C)Nc1ncnc2c1cnn2-c1ccccc1
  i, i, i, i, 7.7*, i, i, i, 20, i, i
